BLM inh – Bloom syndrome helicase (human) inhibition. P54132. recombinant BLM DNA unwinding, fluorescence dequenching. Potency, µM (top dose mostly 56.1 µM), for the others: at the top dose activity change, negative = inhibition, hits mostly inhibitors. actives 0.2% (n = 350,000). AID 2528;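 note: potency is the fitted concentration of half-maximal effect; plate controls were vehicle for no effect and no enzyme for full effect; nearly all actives have a fitted effect of over 35% in size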
POLI inh – blocks human DNA polymerase iota activity; Q9UNA4; Pol iota fluorescent replication assay, 10 min; Potency, µM (doses to about 115 µM), inactives show at the highest dose activity, negative = inhibition, most hits filed as inhibitors; actives 1% (n = 390,000); AID 588590; note: potency is the fitted concentration of half-maximal effect
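Pol iota at 10 nM preincubated 15 min with compounds at room temperature; reaction started with fluorescent substrate, 50 nM final. Fluorescence read kinetically at 0 and 10 min; buffer-only wells as negative control.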
LDHA inh – blocks human lactate dehydrogenase A. actives 0.15% (n = 480,000). activity change, % (values are at about 110 or 230 µM). purified LDHA, NADH/diaphorase-resazurin fluorescence; hits give low values; in the data active = activity change below about -30%; inconclusive = mostly about -25% to -30%;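 note: plate controls were DMSO wells for no effect and wells without enzyme for full effect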
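Remaining NADH was detected by diaphorase (0.133 mg/mL) converting 37 µM resazurin to fluorescent resorufin, read at 0 and 20 minutes. The preceding 5-minute room-temperature reaction used 2 nM LDHA, 0.2 mM sodium pyruvate and 0.06 mM NADH at pH 7.4.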
Pol eta inh – inhibitors of human DNA polymerase eta. recombinant Pol eta, fluorescent DNA replication assay. Potency, µM (doses to about 114 µM), inactives show top-dose activity change, negative = inhibition, hits mostly inhibitors. actives 1.2% (n = 390,000). AID 588591; note: potency is the fitted concentration of half-maximal effect; % is set by controls: 0 for no effect and ±100 for the full control effect
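Fluorescent replication assay: 50 nM final substrate added after a 15 min room-temperature compound preincubation with 10 nM enzyme. Signal taken at 0 min and again at 10 min.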
APEX1 inh – blocks human APE1 abasic DNA cleavage; recombinant APE1, TAMRA/BHQ-2 abasic DNA cleavage fluorescence; Potency, µM (titrated, usually from 65.8 µM), without a hit: at the highest dose activity change, negative = inhibition, actives largely listed as inhibitors; AID 2517; P27695; actives 0.35% (n = 350,000);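 note: potency is the fitted concentration of half-maximal effect; plate controls were vehicle for no effect and reference inhibitor for full effect; nearly all actives have a fitted effect of over 55% in size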
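Compound pre-exposure to 0.75 nM APE1, 15 min at ambient temperature. Reaction initiated with 50 nM TAMRA/BHQ-2 THF substrate, read immediately in kinetic mode, 525 nm excitation, 598 nm emission.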
Anesthetic bind – binds horse apoferritin like a general anesthetic; P02791; apoferritin/1-aminoanthracene competitive binding, fluorescence; Potency, µM (titrated, usually from 77.5 µM), for the others: at the highest dose activity change, negative = displacement, hits mostly inhibitors; actives 0.074% (n = 350,000); note: potency is the fitted concentration of half-maximal effect; % is set by controls: 0 for no effect and ±100 for the full control effect; nearly all actives have a fitted effect of over 20% in size
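Concentration-response curves derived by four-parameter Hill fitting of normalized fluorescence, where compounds displaced 1-AMA from 10 uM horse apoferritin following a brief 10 min room-temperature incubation; propofol titration acted as positive control.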
POLK inh – inhibitors of human DNA polymerase kappa | purified Pol kappa, fluorescent DNA synthesis assay, 10 min | actives 0.53% (n = 400,000) | Q9UBT6 | Potency, µM (doses to about 107 µM), for inactives: at the highest dose activity, negative = inhibition, most hits filed as inhibitors; note: potency is the fitted concentration of half-maximal effect; % is set by controls: 0 for no effect and ±100 for the full control effect
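10 nM Pol kappa preincubated 15 min at room temperature with compounds, then reaction started with substrate at 50 nM final. Fluorescence read kinetically at 0 and 10 min; buffer-only wells served as negative control.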
Pol beta inh – DNA polymerase beta (human) inhibition; actives 1.3% (n = 340,000); P06746; Potency, µM (top dose mostly 114 µM), inactives show top-dose activity change, negative = inhibition, hits mostly inhibitors; AID 485314; Pol beta primer extension/strand displacement, fluorescence kinetic; note: potency is the fitted concentration of half-maximal effect; % is set by controls: 0 for no effect and ±100 for the full control effect
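Human Pol beta at 10 nM; strand-displacement substrate 50 nM final. Compound exposure 15 min at room temperature before start, reaction 10 min at room temperature.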
Glioma ERSR ind – induces the endoplasmic reticulum stress response in human glioma cells; U87-MG GRP78 promoter luciferase reporter, 16 h; Potency, µM, for inactives: at the highest dose activation, hits mostly activators; actives 0.02% (n = 420,000); note: potency is the fitted concentration of half-maximal effect; series mostly up to about 76 µM; % of control where 0% means no effect; nearly all actives have a fitted effect of over 35% in size
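ERSR induction read as luciferase luminescence (Bright-Glo, 10 min at room temperature) in stably transfected human U87-MG glioma cells exposed to compounds for 16 h, using GRP78 as sensor.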
Numbers without * were called inactive; ? = inconclusive; . = no result given; [ ] = remark or other dose. Unless noted, calls come from the whole dose curve; as a rule, active = well fitted curve in the direction sought with a large enough effect; inconclusive = small, poorly fitted or top-dose-only effect, or another doubt; inactive = no such curve, though single readings can be large; an effect the other way counts as inactive or inconclusive. The list is partial; the hit share may differ from the screen's.

SMILES	BLM inh	POLI inh	LDHA inh	Pol eta inh	APEX1 inh	Anesthetic bind	POLK inh	Pol beta inh	Glioma ERSR ind
CCn1c(O)c(N=NC(=O)CNC(=O)c2ccccc2F)c2ccccc21	-3%	37%[activator]	-1	-8%	0%	-17%	-5%	0%	-3%
Cc1ccccc1OCc1nc(-c2ccccc2)no1	-8%	6%	0	2%	14%	6%	-12%	-1%	6%
CCOC(=O)c1[nH]cnc1C(=O)Nc1ccc([N+](=O)[O-])cc1	1%	17%	-4	-15%	17%	-14%	3%	0%	0%
O=C(c1ccc2nc(-c3ccco3)c(-c3ccco3)nc2c1)N1CCN(c2ccccc2)CC1	-16%	?	17	-24%	-10%	5%	-28%	11µM*	-5%
CN(CC(=O)Nc1ccc(S(=O)(=O)N2CCCC2)cc1)Cc1ccc(Cl)cc1Cl	0%	-5%	5	-18%	8%	55%[activator]	-5%	1%	-2%
Cc1cc(C)n2c(SCC(=O)N3CCN(S(=O)(=O)c4ccc(Cl)cc4)CC3)nnc2n1	-2%	8%	-8	13%	2%	?	7%	2%	0%
C[C@H](CO)N1C[C@H](C)[C@@H](CN(C)Cc2ccncc2)Oc2c(cccc2N(C)C)C1=O	.	11%	-11	-12%	-9%	.	-5%	.	-1%
O=C(COC(=O)c1sc2cc(Cl)ccc2c1Cl)Nc1ncc(Cl)cc1Cl	-14%	.	.	.	0%	-8%	.	0%	.
O=C(CSc1nc2c(sc3ccccc32)c(=O)n1CCCN1CCCC1)NCC1CCCO1 (stereo unspecified)	95%[activator]	50%[activator]	0	-15%	1%	-23%	1%	-1%	1%
COc1cccc(/C=C(\C)C(=O)c2c(C)cc(C)[nH]c2=O)c1OC	-1%	-11%	-4	-8%	18%	-14%	2%	28%	-3%
Cc1cc(C)c(CN2CCC(CO)(CCOc3ccccc3)CC2)cc1C	1%	-7%	-5	-11%	13%	-15%	-5%	23%	-3%
CC1(C)CC(=O)C=C(NCCc2ccccc2)C1	1%	3%	-3	-9%	13%	-4%	-11%	15%	0%
COc1ccc(S(=O)(=O)Nc2cccc(-c3ccc4nncn4n3)c2)cc1F	-1%	-9%	-11	-3%	12%	-19%	-12%	22%	-5%
Cc1c(NC(=S)N2CCN(c3cccc(Cl)c3)CC2)c(=O)n(-c2ccccc2)n1C	-1%	-21%	-15	-6%	-1%	-13%	-19%	-2%	0%
COc1ccc(S(=O)(=O)N2CCCCCC2)cc1C(=O)OCC(=O)NCC(C)C	-4%	-5%	-4	-6%	2%	-14%	10%	44%	0%
O=c1nc(/C=C/c2ccccc2C(F)(F)F)cc(C(F)(F)F)[nH]1	1%	-20%	3	6%	51%	-11%	5%	-7%	-2%
CN1C(=O)[C@H]2[C@@H](/C=C/c3ccccc3)N3C(=O)CN(Cc4ccccc4)C(=O)[C@@]3(C)[C@H]2C1=O	-5%	11%	-4	-8%	18%	-11%	-4%	2%	5%
COc1ccc(Br)cc1/C=N/n1c(-c2ccccc2)n[nH]c1=S	-6%	5%	-5	-1%	47%[activator]	-4%	-9%	0%	-6%
COc1ccc(NC2=C(NCCO)C(=O)c3ccccc3C2=O)cc1	-13%	?	30	-13%	1%	-10%	-15%	-10%	-5%
Cc1ccc(CNC(=O)CSc2nc(=O)n(Cc3ccco3)c3c2CCC3)cc1	-1%	-12%	8	-8%	.	-11%	3%[60.1 µM]	-16%	-2%
COc1ccc(C(=O)NC(=S)N2CCOCC2)cc1[N+](=O)[O-]	-1%	19%	-3	-10%	27%	-8%	0%	4%	-4%
CCC(=O)N1CCc2cc(Br)cc(S(=O)(=O)N3CCC(C(=O)N(CC)CC)CC3)c21	1%	11%	-10	-13%	.	-1%	-5%	30%	-1%
CCC(=O)N/C=C/n1cnc2cc(C(F)(F)F)ccc21	-3%	-4%	1	-13%	-2%	-9%	9%	-4%	-2%
O=C(O)c1ccccc1C(=O)NCC(O)c1ccccc1 (stereo unspecified)	-14%	22%	-9	-16%	1%	-2%	-8%	1%	-1%
COc1cc(C2N3CC4(C)CN2CC(C)(C3)C4)ccc1O (stereo unspecified)	2%	11%	-3	-10%	3%	3%	6%	-18%	-2%
CN(C)S(=O)(=O)N1CCN(C(=O)N2CCCCCC2)CC1	-1%	0%	-3	-7%	3%	7%	-5%	11%	-4%
O=c1cnc2cnc(N3CCOCC3)nc2n1Cc1cccs1	-11%	.	.	.	-2%	.	-3%[60.1 µM]	.	-2%
COc1cccc(Nc2nc(N)c([N+](=O)[O-])c(NCc3ccccc3)n2)c1	?	-3%	0	?	-3%	-19%	-26%	-30%	-7%
CCC1(C)Cc2c(sc3c2c2ncnn2c2nnc(SCC(=O)NCc4ccco4)n32)CO1 (stereo unspecified)	-4%	?	-1	?	-10%	?	-34%	?	-4%
O=C(Nc1ncc2c(n1)-c1ccccc1CC2)c1ccc(F)cc1	-3%	13%	-4	-5%	11%	-13%	-12%	33%	-2%
CCOC(=O)c1cc(-c2ccccc2)n(-c2cccc(C(=O)N(CC)c3ccccc3)c2)c1C	-10%	9%	-5	-16%	.	48%[activator]	-15%[60.1 µM]	-1%	1%
NC(=O)C1CCCN(C(=O)c2ccc3oc(Cc4ccc(Cl)cc4)nc3c2)C1 (stereo unspecified)	-3%	-15%	-4	-3%	-13%	-13%	-10%	6%	4%
CCOC(=O)C(=Cc1cc(=O)c(OC)co1)C(=O)OCC	-13%	?	-3	-14%	5%	-4%	11%[60.1 µM]	23%	-15%
O=S(=O)(c1ccc(-c2ccccc2)cc1)N1CCCC1	-7%	30%	-13	-20%	0%	-20%	-3%	-1%	-3%
COc1cccc(-c2c3c([nH]c(=O)c2C#N)CCc2cc(OC)ccc2-3)c1	-2%	-29%[58.9 µM]	-2	0%	-9%	4%	-2%	2%	-6%
c1ccc2c(CCc3ccncc3)cccc2c1	.	5%	7	-21%	.	.	4%	.	2%
Cc1ccccc1Nc1cc(C(=O)NC2CCCCC2)c2ccccc2n1	-3%	17%	3	1%	.	91%[activator]	11%	40%	-3%
CNS(=O)(=O)c1cccc(C(=O)OCCCC(=O)c2ccccc2)c1	.	1%	-4	-23%	?	.	-12%	.	-2%
CC(=O)c1cccc(NC(=O)c2sc(-n3nc(C)c(Cc4ccccc4)c3C)nc2C)c1	-4%	25%	-1	-4%	.	-19%	3%	-5%	-2%
CSc1nc(N2CCN(c3ccccc3Cl)CC2)c2ccccc2n1	-6%	140%[activator]	-3	?	-5%	-9%	-12%	-1%	-3%
CCOC(=O)c1nnn(CC(=O)Nc2cc(Cl)ccc2C)c1C(=O)OCC	-3%	-4%	-6	-3%	8%	-17%	-20%	2%	-5%
Cc1cccc(NC(=O)Cc2ccc(Br)cc2)n1	-3%	2%	2	-15%	9%	-11%	3%	7%	9%
O=S(=O)(Cc1ccccc1)N1CCn2c(nc3ccccc32)C1	-2%	12%	-2	-3%	0%	-11%	-5%	12%	-2%
O=C(c1ccc2nc[nH]c2c1)N1CCN(S(=O)(=O)c2cccc(F)c2)CC1	.	?	-3	?	-8%	.	-14%	.	-4%
CCN(CC)C(=O)CSc1nnc(COc2ccc(OC)cc2)n1N	-3%	136%[activator]	-10	6%	26%	-9%	-6%	6%	3%
O=C(NCC1CCCN(Cc2ccc3c(c2)OCCO3)C1)c1ccc2c(c1)OCO2 (stereo unspecified)	-9%	10%	-1	3%	6%	-2%	-4%	34%	-3%
O=C(NCc1ccccc1Cl)C(=O)NCC(c1ccco1)N1CCOCC1 (stereo unspecified)	-3%	62%[activator]	-8	-2%	1%	-15%	-14%	17%	-1%
Cc1[nH]n(-c2ccc([N+](=O)[O-])cc2)c(=O)c1C=NCCN1CCN(C(=O)C(C)C)CC1	-3%	3%	-13	-7%	3%	-3%	-10%	-1%	0%
Cc1cccc(NS(=O)(=O)c2ccc(C)c(C(N)=O)c2)c1	-2%	90%[activator]	-7	-21%	-4%	-11%	-5%	-21%	-1%
COc1cc(C(=O)N(C)CC2CCN(CCc3cccc(C(F)(F)F)c3)CC2)ccc1C	-6%	-4%	1	-14%	-5%	-21%	2%	30%	-3%
COc1ccc(S(=O)(=O)N2CCN(c3cnccn3)CC2)cc1OC	.	29%	2	-17%	-7%	.	10%	.	-3%
CCOc1c(N2CC(C)OC(C)C2)c(=O)c1=O (stereo unspecified)	-2%	56%[activator]	-11	-6%	0%	-4%	0%	32%	-9%
COc1cc(/C=C/C(=O)c2ccc(NS(=O)(=O)c3ccc(C)cc3)cc2)cc(OC)c1O	-10%	?	16	10µM*	-10%	-21%	-13%	-14%	-12%
COc1ccc(NC(=O)CSc2nc(-c3ccncc3)nn2CC(=O)N2CCCC2)cc1	0%	-4%	-5	2%	-4%	-15%	0%	34%	-1%
CCCCOc1ccc(-c2nnc(-c3ccco3)o2)cc1	-3%	13%	-1	-8%	-3%	?	-6%	25%	-3%
CCN(CC)S(=O)(=O)c1cccc(-c2nc3n(n2)Cc2ccccc2-3)c1	0%	-12%	4	-6%	-8%	-15%	-11%	-1%	5%
CCOC(=O)C(=O)N=Nc1c(O)[nH]c2ccccc12	0%	-10%	-6	-10%	-1%	-14%	-7%	-3%	-2%
COc1ccc(OCC(O)CN2CCCCCC2)cc1 (stereo unspecified)	4%	-3%[58.9 µM]	-8	-7%	2%	4%	-7%	?	-3%

Some of these compounds in order of length of the SMILES, ascending:
SMILES	BLM inh	POLI inh	LDHA inh	Pol eta inh	APEX1 inh	Anesthetic bind	POLK inh	Pol beta inh	Glioma ERSR ind
CCOc1c(N2CC(C)OC(C)C2)c(=O)c1=O (stereo unspecified)	-2%	56%[activator]	-11	-6%	0%	-4%	0%	32%	-9%
COc1ccc(NC(=O)CSc2nc(-c3ccncc3)nn2CC(=O)N2CCCC2)cc1	0%	-4%	-5	2%	-4%	-15%	0%	34%	-1%
Cc1[nH]n(-c2ccc([N+](=O)[O-])cc2)c(=O)c1C=NCCN1CCN(C(=O)C(C)C)CC1	-3%	3%	-13	-7%	3%	-3%	-10%	-1%	0%
